MBD2 inh – blocks human MBD2 binding to methylated DNA; Q9UBB5; 0.31% of 370,000 active; AID 686964; TR-FRET, MBD2 binding to methylated oligonucleotide; inhibition, % at 4.4 µM; in the data active = inhibition above about 13%
Target sequence (Q9UBB5 whole entry, looked up): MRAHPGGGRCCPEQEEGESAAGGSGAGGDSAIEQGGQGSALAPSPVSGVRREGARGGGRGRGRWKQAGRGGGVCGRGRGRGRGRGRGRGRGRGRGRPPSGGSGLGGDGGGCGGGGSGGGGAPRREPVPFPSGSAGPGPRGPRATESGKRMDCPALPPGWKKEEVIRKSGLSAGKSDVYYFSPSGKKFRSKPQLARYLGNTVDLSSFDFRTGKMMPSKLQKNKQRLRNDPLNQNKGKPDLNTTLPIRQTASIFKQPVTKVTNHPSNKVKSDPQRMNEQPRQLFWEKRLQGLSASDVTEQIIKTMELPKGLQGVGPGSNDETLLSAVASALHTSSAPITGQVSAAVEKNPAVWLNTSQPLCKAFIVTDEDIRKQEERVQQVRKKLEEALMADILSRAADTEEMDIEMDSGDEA
hgDAF-12 ag – hgDAF-12 agonism, primary luciferase screen | AID 687014 | activation, % at 6.8 µM | HEK293 GAL4-hgDAF12 UAS-luciferase reporter, agonist luminescence; normalized to butyrate control | 1.8% of 370,000 active;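 active = activation above a cutoff set at the mean of all screened compounds plus 3 SD, cut at about 10% in these data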;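 also: 0% = DMSO wells and 100% = sodium butyrate wells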
PLCg1 inh – blocks human PLC-gamma1 enzyme activity. purified PLC-gamma1, fluorogenic substrate, fluorescence. inhibition, % at 12.2 µM. 0.84% of 370,000 active; in the data active = inhibition above about 9.5%
Rev-erbA mod – modulates human Rev-erb alpha binding to DNA | P20393 | Rev-erbα–FITC-DNA binding, fluorescence polarization, 90 min | activity, % at 10 µM | 0.79% of 370,000 active;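 active = activity above about 14%, limit read from the data; passing the limit was not always enough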;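 also: 0% = DMSO wells with 35 nM protein and 100% = DMSO wells with 750 nM protein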
Target sequence (P20393 whole entry, looked up): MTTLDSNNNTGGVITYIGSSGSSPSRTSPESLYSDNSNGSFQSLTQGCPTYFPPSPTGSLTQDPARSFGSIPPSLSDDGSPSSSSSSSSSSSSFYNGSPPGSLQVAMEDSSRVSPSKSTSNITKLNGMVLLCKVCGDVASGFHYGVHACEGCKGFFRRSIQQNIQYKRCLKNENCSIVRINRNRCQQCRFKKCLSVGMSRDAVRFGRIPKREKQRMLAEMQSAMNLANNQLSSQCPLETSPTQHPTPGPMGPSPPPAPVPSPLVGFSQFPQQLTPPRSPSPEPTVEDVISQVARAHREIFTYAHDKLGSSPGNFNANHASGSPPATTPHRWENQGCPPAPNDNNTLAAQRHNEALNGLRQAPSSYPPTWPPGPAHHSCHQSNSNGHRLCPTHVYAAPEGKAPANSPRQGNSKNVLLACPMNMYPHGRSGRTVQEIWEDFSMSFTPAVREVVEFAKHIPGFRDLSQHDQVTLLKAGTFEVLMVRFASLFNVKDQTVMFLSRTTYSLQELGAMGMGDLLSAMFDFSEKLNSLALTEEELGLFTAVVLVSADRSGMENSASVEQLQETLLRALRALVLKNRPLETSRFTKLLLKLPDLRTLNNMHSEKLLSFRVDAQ
hcDAF-12 act – activates DAF-12 receptor from parasite H. contortus. HEK293 hcDAF-12 lit1-tk-luc reporter, luminescence; 0% DMSO, 100% Δ7-dafachronic acid. activation, % at 6.8 µM. 1.4% of 370,000 active. AID 652067;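 active = activation above the mean of all tested compounds plus 3 SD, cut at about 5.5% in these data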;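 also: 100% = response to 3 µM Δ7-dafachronic acid high control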
ssDAF12 agonist – S. stercoralis DAF-12 activation, primary screen; HEK293 ssDAF-12/GRIP1 lit1-tk-luc reporter, luminescence; % of 3 µM dafachronic acid response; activation, % at 6.8 µM; 1% of 370,000 active;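 active = activation above the mean over all tested compounds plus 3 SD, cut at about 0.9% in these data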;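 also: 0% = DMSO-only wells and 100% = 3 µM delta7-dafachronic acid wells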
SMARCA2 act – increases SMARCA2 function in MMTV reporter cells. MG213 cells, MMTV-luciferase reporter, dexamethasone, overnight. activation, % at 9.1 µM. 1% of 370,000 active. AID 652017; in the data active = activation above about 7.8%;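 also: 0% = vehicle wells and 100% = reference activator wells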
PLCb3 inh – inhibitors of human phospholipase C beta3; inhibition, % at 12.2 µM; Q01970; 0.18% of 370,000 active; Purified PLC-beta3, fluorogenic substrate, fluorescence; in the data active = inhibition above about 11%;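 also: 0% = median of compound wells on plate and 100% = full blocker control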
ADAM17 inh – inhibits human ADAM17; 0.83% of 370,000 active; P78536; inhibition, % at 6.95 µM; recombinant ADAM17, EDANS/DABCYL FRET peptide cleavage;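 active = inhibition above the mean of compounds lying between control limits plus 3 SD, set per campaign, cut at about 8.5% in these data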;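 also: 0% = DMSO-only wells as the low control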
DAX1 inh-1 – NR0B1 (DAX1) inhibition; P51843; 0.99% of 340,000 active; AID 504766; HEK293 Gal4-DAX1 luciferase reporter, luminescence; inhibition, % at 6.75 µM;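 active = inhibition above the mean over all tested compounds plus 3 SD, cut at about 4.2% in these data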;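 also: 0% = DAX1-transfected cells with DMSO and 100% = empty-vector control cells with DMSO; inhibition shows as a rise in luminescence from relieved DAX1 repression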
DAX1 inh-2 – DAX1 (NR0B1) inhibition, primary screen. HEK293T StAR-luciferase reporter, SF-1/DAX-1 repression relief. inhibition, % at 6.8 µM. 1.1% of 370,000 active. AID 652010;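 active = inhibition above the mean over all tested compounds plus 3 SD, cut at about 3.6% in these data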;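 also: 0% = DAX-1 cells with DMSO and 100% = cells lacking DAX-1 with DMSO; higher inhibition means more luminescence from relief of DAX-1 repression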
* marks the source's active call; other numbers are inactive results; i = inactive; . = not tested or not shown. Random draw from the library; any-hit rate near 7.4%.

SMILES	MBD2 inh	hgDAF-12 ag	PLCg1 inh	Rev-erbA mod	hcDAF-12 act	ssDAF12 agonist	SMARCA2 act	PLCb3 inh	ADAM17 inh	DAX1 inh-1	DAX1 inh-2
CC(C)n1nnnc1SCC(=O)NNC(=O)C1CCCCC1	-2	-0.1	-3	-6	-1.4	-1.3	1	3	-5	-1.2	0.1
COc1ccc(-n2c(Cn3c(=O)sc4ccccc43)nnc2SCC(N)=O)cc1	-7	1.2	3	-1	-2.9	-0.9	0	3	0	-0.1	0.5
CCCCNC(=O)C1CC(=O)N(CCc2ccc(C)cc2)C1 (centres undefined)	3	3.4	2	-1	-1.5	-1.6	-3	-2	0	0.0	-0.5
CCCCCCNC(=O)c1cccc(-c2ccc(C)c3ccccc23)n1	5	-0.4	-2	9	-2.0	-1.7	0	-4	-5	1.6	0.2
CCCCc1c(-c2ccccc2OC)ncn1Cc1cccc(F)c1F	-3	0.2	-2	-9	0.1	-0.4	-1	-3	-3	.	0.4
O=C(NCC1CCCO1)NC1CCCCC1 (centres undefined)	0	4.0	-1	-4	-1.2	-1.1	1	3	-1	-1.5	0.8
CC(=NNc1ccccc1)C(C)=NNc1ccccc1	-4	0.7	4	3	-1.9	-1.0	-3	5	2	0.5	0.7
CCOC(=O)c1cnc2ccc(C(=O)OC)cc2c1Nc1ccc2c(c1)OCCO2	2	2.4	5	1	0.0	-0.8	-1	1	0	1.1	0.5
COc1cc(F)ccc1-c1csc(C(C)(NC(C)=O)c2ccccc2)n1 (centres undefined)	8	-3.6	3	0	-2.0	-1.8	-5	2	-1	.	-2.1
CC1(C(=O)O)CCN1C(=O)c1cccnc1Oc1ccccc1 (centres undefined)	-1	3.7	2	7	-1.9	-1.3	0	-2	-4	.	-0.3
Cc1ccnc(NS(=O)(=O)c2ccc(NC(=O)c3ccc(S(=O)(=O)N4CCCC4)cc3)cc2)n1	1	1.3	-1	2	-0.1	-2.0	1	0	-2	0.5	0.3
Cc1c(C#N)c(N)nc2c3c(sc12)NC(=O)CC3c1ccc(Cl)cc1 (centres undefined)	1	-3.5	-5	65*	-3.5	-1.5	0	-7	-8	-2.1	-0.8
O=C(C[C@@H]1C/C=C\C[C@@H](Cc2ccc(F)cc2)C(=O)OC[C@@H](Cc2ccccc2)NC1=O)N[C@H](CO)Cc1ccccc1	-2	-0.6	0	0	0.0	-0.5	-1	3	0	0.7	0.0
CS(=O)(=O)c1ccc(Cl)c(NC(=O)CN2CCN(C(=O)c3cccs3)CC2)c1	7	2.1	1	1	4.4	-0.1	-3	2	-1	1.9	-0.8
CC(C)=CC(=O)NCc1c(Cl)cccc1-n1cccc1	-4	3.0	3	4	-0.5	-0.5	0	4	-1	-0.1	-0.2

Part of the list above, with values under each structure:
Fields – MBD2 inh, hgDAF-12 ag, PLCg1 inh, Rev-erbA mod, hcDAF-12 act, ssDAF12 agonist, SMARCA2 act, PLCb3 inh, ADAM17 inh, DAX1 inh-1, DAX1 inh-2
Cc1c(C#N)c(N)nc2c3c(sc12)NC(=O)CC3c1ccc(Cl)cc1 (centres undefined)
→ 1, -3.5, -5, 65*, -3.5, -1.5, 0, -7, -8, -2.1, -0.8
O=C(C[C@@H]1C/C=C\C[C@@H](Cc2ccc(F)cc2)C(=O)OC[C@@H](Cc2ccccc2)NC1=O)N[C@H](CO)Cc1ccccc1
→ -2, -0.6, 0, 0, 0.0, -0.5, -1, 3, 0, 0.7, 0.0

Later entries
SMILES	MBD2 inh	hgDAF-12 ag	PLCg1 inh	Rev-erbA mod	hcDAF-12 act	ssDAF12 agonist	SMARCA2 act	PLCb3 inh	ADAM17 inh	DAX1 inh-1	DAX1 inh-2
COc1ccc2cc3c(N)nn(C(=O)C4CCC(C(C)(C)C)CC4)c3nc2c1 (centres undefined)	0	0.0	-9	1	-1.9	-1.7	-6	-12	-2	1.2	-0.2
COc1cc(CNC2CCCCCC2)cc(OC)c1	0	-0.4	2	-1	-1.7	-0.8	-1	6	1	-0.6	0.1
CC(Oc1ccc(F)cc1)C(=O)/C=C\N(C)C (centres undefined)	-1	-1.5	-10	-4	1.4	-0.9	-3	-15	1	-0.1	-0.2
O=C(COC(=O)c1cccc(N2C(=O)C3CC=CCC3C2=O)c1)c1ccccc1 (centres undefined)	-3	0.5	0	4	0.6	-0.8	1	-8	-1	0.2	0.2
COC(=O)[C@@]12CCCCN1[C@H](c1ccc(-c3ccc(C(C)=O)cc3)cc1)[C@@H]1C(=O)N(C)C(=O)[C@@H]12	2	1.0	-1	6	-1.2	-1.5	-1	-2	-5	1.7	0.0
Cc1cccc(NC(=O)c2cccc(OC(=S)N3CCOCC3)c2)c1C	0	5.3	1	4	0.5	-1.2	2	-5	0	1.0	-1.1
COc1ccc(CNc2nnnn2C)cc1	-3	0.1	2	1	-0.9	-1.6	-2	-3	4	-0.7	-0.1
COc1ccc(N2CCN(CCNC(=O)Nc3ccc([N+](=O)[O-])cc3OC)CC2)cc1	2	0.1	3	3	-0.3	-1.3	-2	-2	1	0.0	-0.3
COc1ccc(OC)c(Nc2cc3ccccc3c(=O)[nH]2)c1	-5	-1.4	-23	-4	1.4	0.3	2	-40	-8	-1.0	-0.4
Cc1ccc(C(=O)N2CCc3ccccc32)o1	-3	15*	0	-5	5.2	2.1*	3	0	-3	1.0	3.8*
CC1CCN(CCCOc2ccc(OCc3ccccc3)cc2)CC1	0	1.5	5	4	-1.0	-1.0	-1	5	-4	-0.5	0.0
CCCCC1=CC2=C(c3ccco3)C(=O)C(C)(OC(=O)c3ccc(OC)cc3)C(=O)C2=CN1CCOC (centres undefined)	0	1.0	-70	-4	-0.5	-0.9	-1	-83	-16	-1.1	0.3
COc1ccc(-c2cc(C(F)(F)F)nc(-n3cc(Br)cn3)n2)cc1	5	-0.4	-56	-3	-1.2	-1.6	-2	-79	-26	1.3	0.5
CCOc1ccccc1NC(=O)C(OC(=O)c1cnc(C)cn1)c1ccccc1 (centres undefined)	-2	-0.2	-2	-4	-1.4	-1.1	-2	0	-2	2.3	-0.2
CC(C)(C)N(NC(=O)c1ccccc1)C(=O)c1ccc(C(=O)N(NC(=O)c2ccccc2)C(C)(C)C)cc1	-2	-0.9	3	0	0.6	-0.6	1	4	1	0.6	0.3

Among those listed so far, 3 have a Cl atom:
SMILES	MBD2 inh	hgDAF-12 ag	PLCg1 inh	Rev-erbA mod	hcDAF-12 act	ssDAF12 agonist	SMARCA2 act	PLCb3 inh	ADAM17 inh	DAX1 inh-1	DAX1 inh-2
Cc1c(C#N)c(N)nc2c3c(sc12)NC(=O)CC3c1ccc(Cl)cc1 (centres undefined)	1	-3.5	-5	65*	-3.5	-1.5	0	-7	-8	-2.1	-0.8
CS(=O)(=O)c1ccc(Cl)c(NC(=O)CN2CCN(C(=O)c3cccs3)CC2)c1	7	2.1	1	1	4.4	-0.1	-3	2	-1	1.9	-0.8
CC(C)=CC(=O)NCc1c(Cl)cccc1-n1cccc1	-4	3.0	3	4	-0.5	-0.5	0	4	-1	-0.1	-0.2

Going on with the list:
SMILES	MBD2 inh	hgDAF-12 ag	PLCg1 inh	Rev-erbA mod	hcDAF-12 act	ssDAF12 agonist	SMARCA2 act	PLCb3 inh	ADAM17 inh	DAX1 inh-1	DAX1 inh-2
COc1ccccc1CN1CC(C(=O)NCCSc2nnnn2C)CCC1=O (centres undefined)	-5	-0.9	-1	-4	-0.5	-1.3	2	0	-2	0.2	1.4
O=S(=O)(Nc1ccc(-c2nc3cccnc3s2)cc1)c1ccccc1F	0	6.6	i	-3	2.5	0.0	3	i	i	-0.1	1.1
CS(=O)(=O)Nc1ccccc1Oc1ccccc1	1	-0.3	3	-1	-1.4	-1.1	0	1	0	-0.7	0.2
O=C(NCCC1=CCCCC1)C(=O)NCC1OCCCN1S(=O)(=O)c1ccccc1 (centres undefined)	0	-0.2	2	-1	0.6	-1.3	-1	1	2	-0.6	-0.5
CCOc1cc(C2C3=C(CCCC3=O)N(C)C3=C2C(=O)CCC3)cc(Cl)c1O	5	1.2	-8	-10	-1.6	-1.0	1	-10	-8	-0.1	-0.1
Cc1c(C(=O)Nc2ccc(-n3cnnn3)cc2)oc2ccccc12	1	-1.3	-1	-6	1.0	-0.3	-1	-1	-2	0.2	-0.3
CC(C)NC(=O)c1cc2c(s1)CCCC2	-2	0.8	-2	-8	2.4	-1.0	0	1	-5	-0.7	-0.8
S=c1[nH]ncn1/N=C/c1cccc(Oc2ccccc2)c1	0	-1.7	0	11	-1.5	-0.8	-2	2	-3	-0.2	0.1
COc1ccc(-c2[nH]nc3oc(=O)c(CCO)c(C)c23)cc1	-3	-1.1	-16	1	1.7	0.0	-2	-14	-2	0.4	-0.4
COc1cccc(CNC(=O)Cn2c(=O)c3cccn3c3ccccc32)c1	-4	-1.6	-1	19*	-0.8	-1.5	-2	-8	-8	-0.1	1.5
Cc1ccc(S(=O)(=O)N2C[C@H]3[C@H]4C(=O)N(c5ccccc5)C(=O)[C@H]4C[C@H](OC(=O)NC4CC4)[C@@]3(O)C2)cc1	1	-0.7	2	-4	-1.1	-1.1	-2	2	2	0.8	0.1
CCN1CCN(c2c(C(=O)c3ccc(OC)cc3)cnc3ccccc23)CC1	1	0.8	-12	-3	0.5	-1.6	0	-10	1	2.6	0.4
Cc1ccc(C(=O)CCC(=O)CCC(=O)O)cc1	-3	-1.4	6	-6	-0.6	-1.6	3	3	-3	0.7	-0.1
OC(c1ccccc1)c1cccnc1 (centres undefined)	-5	-0.4	3	-3	-1.0	-1.6	-4	2	-1	0.0	0.1
Cc1ccc(Nc2c([N+](=O)[O-])c(=O)oc3ccccc23)cc1	-2	0.1	3	10	-1.7	-1.9	-2	-2	1	2.6	-0.6
O=C(CN(C(=O)CNC(=O)c1cccs1)c1ccc2c(c1)OCCO2)NC1CCCC1	1	3.9	1	-3	-1.7	-1.5	-1	-1	-2	0.1	0.3
CC1Cc2cc(/C(O)=C3/C(=O)C(=O)N(Cc4cccnc4)C3c3cccc(O)c3)ccc2O1 (centres undefined)	-6	1.2	-2	-2	-0.5	-1.1	3	-10	0	0.5	1.1
